Source: PubChem BioAssay
Dynein cargo inh: blocks dynein driven cargo transport along microtubules; AID 1381; hit rate 0.47% among 220,000; z-score, hits read low; 3617.4 mouse cells, GR-EGFP nuclear translocation imaging; test concentration mostly 20 µM; stimulated with dexamethasone, 1 µM; stronger effect = lower value;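 active = plate z-score of nuclear minus cytoplasmic receptor signal below a set negative limit, without overly bright fluorescence or cell loss, cut at about -3.5 in these data, passing the limit was not always enough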;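 also: z-score of nuclear minus cytoplasmic ring GR-EGFP intensity difference per well; some compounds called inactive have numbers as strong as hits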
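Buffer or medium: tet-free medium with charcoal-stripped serum / Also added: dexamethasone agonist, 1.0 µM final, for 30 min / Timing: induction 48 h, compound 1 h, agonist 30 min / Measured by: high-content fluorescence imaging after fixation / Read-out: nuclear-to-cytoplasmic GR-EGFP distribution per well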
b-catenin transl: modulators of beta-catenin nuclear translocation | HeLa beta-catenin nuclear translocation, immunofluorescence imaging | nuclear translocation activity, % at 5 µM | hit rate 0.3% among 190,000;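 active = nuclear translocation activity above 50% at 5 µM, with a well cell count of 50 or more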;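 also: per-cell ratio of nuclear to cytoplasmic median beta-catenin stain intensity; plate controls were DMSO negative control for no effect and GSK-3 inhibitor IX positive control for full effect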
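Test system: human HeLa cells, endogenous beta-catenin. Times: 24 h compound exposure, 37°C. Measured by: beta-catenin immunofluorescence imaging with DAPI.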
MT stabilize HCS: microtubule stabilizers in HeLa cells; HeLa tubulin immunostaining HCS, 24 h; share of cells brighter than vehicle mean+2SD; % tubulin-high responders, % at 10 µM; hit rate 0.83% among 200,000;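 active = plate Z-score above 3 for both tubulin-high and condensed-nucleus cell shares, with cell loss under 80%, at 10 µM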;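 also: anti alpha tubulin signal scored within the nucleus-defined area of each cell; some results filed as inactive read as strong as hits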
human PMI inhibitors: human PMI inhibitors, high substrate, primary screen, biochemical, fluorescence intensity, high mannose 6-phosphate (AID 1220). recombinant PMI enzyme, coupled fluorescence intensity; higher % means a stronger effect. hit rate 0.66% among 190,000. inhibition, % at 20 µM, or IC50 in µM where a hit was titrated
Yfh1-depleted yeast: enhancers of respiration in Yfh1-depleted yeast, dose response, Friedreich's ataxia, plus single-dose screen (AID 1465) | fold induction at 50 µM, or EC50 in µM where a hit was titrated | S. cerevisiae Yfh1-off respiration, WST-1 reduction, 72 h; higher fold induction means a stronger effect | hit rate 0.074% among 220,000;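 active = fold induction of absorbance versus untreated yeast above a set limit, then at least 30% activation at any dose in follow-up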;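 also: activators that raise dye reduction in frataxin-depleted yeast; strong numbers were not always called active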
WT yeast gro inh: growth inhibition of WT yeast, mitochondrial fusion screen. mitochondrial fusion phenotypic screen, WT strain. inhibition, % at 10 µM. hit rate 2.1% among 190,000. AID 1362; in the data active = inhibition above about 58%; tested in S. cerevisiae
Autophagy mod: autophagy modulation, high-content screen; hit rate 0.98% among 190,000; MEF GFP-LC3 puncta imaging; test concentration mostly 10 µM; calls only at 10 µM (by protocol);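 active = percentage of spot-positive cells more than 3 SD above its plate mean, without a fluorescence outlier flag or 80% toxicity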;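 also: spot-positive cell cutoff set from DMSO-treated cells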
PMI inhibitors: inhibitors of human PMI, primary screen, biochemical, fluorescence intensity, coupled assay (AID 1209). purified PMI enzyme, coupled fluorescence intensity; higher % means a stronger effect. one-dose inhibition, % at 20 µM; IC50 in µM for titrated hits. hit rate 0.42% among 190,000;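 also: plate controls were DMSO vehicle for no effect and wells lacking substrate for full effect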
Ins promoter up: MIN6 insulin promoter up-regulation | hit rate 0.3% among 190,000 | MIN6 insulin promoter-GFP reporter, high-content imaging; stronger effect = higher value | AID 1625 | z-score at 5 µM;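 active = z-score above 3 at 5 µM with at least 500 cells counted in the well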
WT yeast gro inh mutant strain: further read-out of WT yeast gro inh, marked with its call; inhibition, %; mitochondrial fusion phenotypic screen, mutant strain inhibition
Dynein cargo inh cytoplasmic EGFP: further read-out of Dynein cargo inh, marked with its call; z-score; measured here: cytoplasmic GR-EGFP intensity; stronger effect = higher value
Dynein cargo inh nuclear GR-EGFP: recorded beside Dynein cargo inh, whose call it bears; z-score; measured here: nuclear GR-EGFP intensity;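 lower value marks the stronger effect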
Dynein cargo inh cell count: also measured in Dynein cargo inh; calls as there; z-score; measured here: cell count per field
Ins promoter up cell count: further read-out of Ins promoter up, marked with its call; cell count; measured here: cytotoxicity, nuclei count;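 total cells summed across four imaged fields per well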
b-catenin transl cell count 5 µM: also measured in b-catenin transl; calls as there; cell count; measured here: cell count, cytotoxicity flag
MT stabilize HCS Hoechst-high %: recorded beside MT stabilize HCS, whose call it bears; % Hoechst-high responders; measured here: nuclear condensation Hoechst responders;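 share of cells brighter than vehicle mean plus two SD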
MT stabilize HCS cytotoxicity %: also measured in MT stabilize HCS; calls as there; toxicity, %; measured here: cytotoxicity by cell density;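 0% = mean cell density of plate MIN control wells and 100% = no cells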
Autophagy mod cell loss 18 h: second read-out of Autophagy mod, no call of its own (marks repeat the call); toxicity, %; measured here: cell loss, nuclei count;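 cell loss after 18 h compound exposure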
* marks the source's active call; other numbers are inactive results; i = inactive; / = no result given. Rule as the data show it, unless noted: active = inhibition above about 50%; inactive = the rest.

Start of the data: the first four entries (preview)
SMILES	Dynein cargo inh	Dynein cargo inh cytoplasmic EGFP	Dynein cargo inh nuclear GR-EGFP	Dynein cargo inh cell count	b-catenin transl	b-catenin transl cell count 5 µM	MT stabilize HCS	MT stabilize HCS Hoechst-high %	MT stabilize HCS cytotoxicity %	human PMI inhibitors	Yfh1-depleted yeast	WT yeast gro inh	WT yeast gro inh mutant strain	Autophagy mod	Autophagy mod cell loss 18 h	PMI inhibitors	Ins promoter up	Ins promoter up cell count
COc1cc(-c2cc(C(F)(F)F)n3ncc(C(=O)O)c3n2)cc(OC)c1OC	1.8	-0.28	0.87	-0.95	-0.2	1365	5.0	4.4	7.5	1%	i	5	7	i	11	4%	-0.07	1505
CN(C)CCN1C(=O)C(=O)/C(=C(/O)c2ccccc2)C1c1ccccc1F (stereo unspecified)	0.52	-0.21	0.42	-0.4	-8.5	930	3.0	2.5	7.8	9%	i	-16	2	i	-4	10%	2	1115
Cc1ccc(Nc2nnc(SC/C(O)=C(\C#N)c3nc4ccccc4[nH]3)s2)c(C)c1	-0.018	0.036	-0.18	-0.031	-1.7	1111	1.3	2.7	7.2	-8%	i	13	1	i	5	11%	0.8	1538
CN(C)c1ccc(C=Nc2ccccc2C(N)=O)cc1	0.43	-0.34	0.22	-0.1	-0.8	976	7.4	4.1	5.4	-8%	/	19	2	i	4	-10%	-0.39	1134

Main list (from the top)
SMILES	Dynein cargo inh	Dynein cargo inh cytoplasmic EGFP	Dynein cargo inh nuclear GR-EGFP	Dynein cargo inh cell count	b-catenin transl	b-catenin transl cell count 5 µM	MT stabilize HCS	MT stabilize HCS Hoechst-high %	MT stabilize HCS cytotoxicity %	human PMI inhibitors	Yfh1-depleted yeast	WT yeast gro inh	WT yeast gro inh mutant strain	Autophagy mod	Autophagy mod cell loss 18 h	PMI inhibitors	Ins promoter up	Ins promoter up cell count
COc1cc(-c2cc(C(F)(F)F)n3ncc(C(=O)O)c3n2)cc(OC)c1OC	1.8	-0.28	0.87	-0.95	-0.2	1365	5.0	4.4	7.5	1%	i	5	7	i	11	4%	-0.07	1505
CN(C)CCN1C(=O)C(=O)/C(=C(/O)c2ccccc2)C1c1ccccc1F (stereo unspecified)	0.52	-0.21	0.42	-0.4	-8.5	930	3.0	2.5	7.8	9%	i	-16	2	i	-4	10%	2	1115
Cc1ccc(Nc2nnc(SC/C(O)=C(\C#N)c3nc4ccccc4[nH]3)s2)c(C)c1	-0.018	0.036	-0.18	-0.031	-1.7	1111	1.3	2.7	7.2	-8%	i	13	1	i	5	11%	0.8	1538
CN(C)c1ccc(C=Nc2ccccc2C(N)=O)cc1	0.43	-0.34	0.22	-0.1	-0.8	976	7.4	4.1	5.4	-8%	/	19	2	i	4	-10%	-0.39	1134
CC(OC(=O)C1CCCCC1)C(=O)Nc1cccc(Cl)c1 (stereo unspecified)	2.2	0.035	1.4	-2	-1.6	1050	3.0	2.4	11	0%	i	10	-15	i	-7	2%	-0.12	1323
Nn1c(SCC(=O)NC2CCCCC2)nnc1-c1ccc(Cl)cc1	-0.47	-0.22	0.42	0.48	0.7	503	2.5	1.8	17	2%	i	-3	-3	i	2	7%	/	/
Oc1cccc(C=NCc2ccccc2)c1O	0.017	-0.27	0.59	-0.46	0.2	1032	1.8	1.5	12	47%	i	16	6	i	-17	50%	-0.36	1279
CCCOC(=O)c1c(N)sc2c1CCC2	-0.52	-0.2	-0.24	0.45	2.4	689	2.2	2.3	4.3	16%	i	-26	3	i	3	-3%	2.8	1109
CCC1CC(/C(C)=N/NC(N)=O)OC1=O (stereo unspecified)	0.96	0.58	0.95	-1.1	0.0	1083	4.1	1.9	4.3	-10%	i	-6	-18	i	6	-8%	-0.76	1179
Cc1c(O)cc2c(c1O)C(=O)CC(c1ccc(O)cc1)O2 (stereo unspecified)	-0.4	-0.27	-0.1	0.49	-4.1	1174	3.1	1.8	8.7	-7%	i	4	3	i	-8	2%	0.26	1377
O=C1C2CCC(C(O)C2)N1Cc1ccccc1 (stereo unspecified)	0.16	-0.18	0.35	0.099	0.6	1423	3.1	2.0	13	-2%	i	13	11	i	18	0%	0.49	1688
CCOC(=O)C1C(=O)CC(C)(O)C(C(=O)OCC)C1c1ccc([N+](=O)[O-])cc1 (stereo unspecified)	0.38	-0.26	0.76	0.14	0.6	1291	/	/	/	/	i	/	/	/	/	/	-0.06	1027
Cc1cc2c(C)nc(-c3ccccc3)nc2o1	1.1	-0.23	0.52	-0.089	/	/	4.5	1.7	7.6	7%	i	0	-1	i	17	9%	0.06	1290
CC1(C)OC(=O)CC1C(=O)NCc1ccccc1 (stereo unspecified)	0.51	-0.029	0.44	-0.66	/	/	2.3	1.3	3.7	1%	i	2	-3	i	2	10%	0.45	1359
CCN1CCc2c(sc(NC(=O)CN3C(=O)c4ccccc4C3=O)c2C(N)=O)C1	-0.28	-0.24	-0.23	0.85	-6.4	1163	2.7	3.1	3.2	5%	i	-1	2	i	15	2%	-0.2	1533
COC(=O)c1c(-c2c(Cl)cccc2Cl)noc1C(=O)NN	0.03	-0.26	-0.0073	0.12	-0.6	1126	/	/	/	/	i	/	/	/	/	/	-0.28	1410
Cc1ccc(C(=O)CSc2n[nH]c(-c3ccco3)n2)cc1C	-0.86	0.39	-0.1	0.82	-0.4	1001	3.6	2.0	5.0	-9%	i	5	0	i	2	9%	0.13	1278
Cc1c(NC(=O)C2CC(c3ccc(F)cc3)=NO2)c(=O)n(-c2ccccc2)n1C (stereo unspecified)	0.44	-0.12	0.57	-0.4	/	/	5.1	3.1	1.3	-4%	i	-1	-1	i	3	2%	0.66	884
CCOc1ccc(NC(=S)N(CCCN2CCOCC2)Cc2cn(C)c3ccccc23)cc1	-0.41	-0.23	-0.061	0.67	-0.1	1000	3.4	2.4	10.0	13%	i	10	4	i	7	17%	/	/
COC(=O)c1cccc(NC(=S)NCc2ccco2)c1	0.19	-0.19	-0.15	-0.56	0.8	1455	2.4	2.0	6.7	9%	i	-33	-5	i	-12	4%	/	/
COc1ccc(OC)c(C(=O)c2ccc(C(=O)O)cc2)c1	-0.063	-0.035	0.12	0.89	/	/	2.6	1.9	6.7	-2%	i	3	-6	i	-5	5%	1.6	983
CN(C)S(=O)(=O)c1ccc(C(=O)NCC2(N3CCCCC3)CCCCC2)cc1	-0.18	-0.25	0.13	-0.023	3.9	954	4.2	2.1	7.1	0%	i	-11	7	i	0	-2%	0.23	1261
CCCCNC(=O)c1nn2cc(Br)cnc2c1Br	0.3	-0.21	0.19	-1.1	0.6	1072	3.1	1.5	5.8	1%	i	8	-16	i	0	-3%	-0.26	1066
Cc1cc(=O)oc2cc(Oc3ccc([N+](=O)[O-])cc3[N+](=O)[O-])ccc12	-3.4	0.63	-2	-1.2	1.4	1107	4.4	1.4	0.0	-11%	i	-6	1	i	7	-4%	-0.28	1395
COc1ccccc1OCCC(=O)OCC(=O)Nc1cc(S(=O)(=O)N2CCOCC2)ccc1Cl	0.31	-0.24	-0.21	0.45	-3.0	1125	1.6	2.4	0.1	-1%	i	11	-10	i	-11	-2%	0.14	1257
COc1ccc(-c2csc(-c3ccc(C(=O)O)cc3)n2)cc1	2.7	-0.23	1.5	-1.2	1.9	1073	4.1	1.7	8.0	-1%	i	10	13	i	8	-7%	-0.6	1271
N#Cc1c(Cl)nc(N/N=C/c2ccccc2)c(Cl)c1Cl	-1.1	-0.28	-0.69	0.75	2.0	1044	3.5	2.9	5.5	10%	i	8	3	i	9	8%	0.4	1400
O=C(Cn1nnc(-c2ccc(OCc3ccccc3F)cc2)n1)N1CCOCC1	-0.98	-0.049	-0.27	0.3	-0.8	1210	2.9	1.9	6.1	3%	i	-1	3	i	-1	-3%	0.04	1043
CC(C)CC(=O)N1CCN(c2ccc([N+](=O)[O-])cc2Cl)CC1	0.59	-0.19	0.34	-1	-0.1	963	4.4	3.0	5.5	-2%	i	8	-13	i	-7	8%	/	/
O=C(NCc1cccs1)Nc1ccc(Cl)cc1	-0.092	-0.22	-0.22	0.83	-1.9	461	4.2	2.0	6.0	-28%	i	-16	-8	i	-1	-20%	/	/
Cn1ccnc1C(=O)c1cccc([N+](=O)[O-])c1	-0.012	-0.28	-0.24	0.35	-1.6	1126	3.5	3.0	5.4	7%	i	0	1	i	8	6%	-0.61	1510
CC(C(=O)Nc1ccccc1Br)c1ccc([N+](=O)[O-])cc1 (stereo unspecified)	0.42	-0.28	0.015	0.38	1.0	1056	6.6	3.0	3.0	11%	i	-5	-8	i	41	16%	1.4	1372
COc1ccc2cc(C(=O)C3CCCN(C(=O)Cc4c(C)noc4C)C3)ccc2c1 (stereo unspecified)	-0.11	-0.27	-0.25	0.14	3.0	939	2.5	2.3	1.9	12%	i	1	-5	i	-28	18%	-0.72	1409
CCOC(=O)c1ccc(NC(=O)c2nc[nH]c2C(=O)N[C@H](C)c2ccccc2)cc1	0.16	-0.81	0.19	-0.36	-0.7	1358	/	/	/	/	i	/	/	/	/	/	0.32	850
CCn1c(=O)c2cc(C(=O)N(C)c3ccc(OC)cc3OC)sc2c2ccccc21	0.087	-0.25	-0.24	-0.1	-2.1	1165	/	/	/	/	i	/	/	/	/	/	-0.44	1420
COc1ccc(-c2cc3ccccc3oc2=O)cc1NC(=O)c1cccnc1	-0.82	-0.079	-0.58	1.4	1.4	1439	1.6	1.1	6.3	10%	i	11	5	i	18	10%	-0.22	1225
COc1cccc(Oc2nnnn2-c2ccccc2)c1	0.077	-0.2	0.11	-0.13	2.1	1375	4.7	2.8	11	4%	i	11	-34	i	16	5%	0.64	1555
Brc1ccc(-c2csc(N/N=C/c3cccnc3)n2)cc1	-0.36	-0.33	-0.16	0.8	-2.5	1201	3.0	2.2	8.1	-19%	i	19	24	i	2	-29%	0.02	1340
